# Bioassay records deposited in PubChem BioAssay by The Scripps Research Institute Molecular Screening Center.
# FBW7 act – activators of human E3 ligase FBW7. normalized activity (activation), % at 26.1 µM. AlphaScreen FBW7–phospho-cyclin E peptide binding, activator screen. AID 1259310. Q969H0. 650,000 tested, 0.13% active; in the data active = normalized activity above about 1.9%;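 note: purified mutant Fbw7 with reduced substrate affinity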
# Target sequence (Q969H0 whole entry, looked up): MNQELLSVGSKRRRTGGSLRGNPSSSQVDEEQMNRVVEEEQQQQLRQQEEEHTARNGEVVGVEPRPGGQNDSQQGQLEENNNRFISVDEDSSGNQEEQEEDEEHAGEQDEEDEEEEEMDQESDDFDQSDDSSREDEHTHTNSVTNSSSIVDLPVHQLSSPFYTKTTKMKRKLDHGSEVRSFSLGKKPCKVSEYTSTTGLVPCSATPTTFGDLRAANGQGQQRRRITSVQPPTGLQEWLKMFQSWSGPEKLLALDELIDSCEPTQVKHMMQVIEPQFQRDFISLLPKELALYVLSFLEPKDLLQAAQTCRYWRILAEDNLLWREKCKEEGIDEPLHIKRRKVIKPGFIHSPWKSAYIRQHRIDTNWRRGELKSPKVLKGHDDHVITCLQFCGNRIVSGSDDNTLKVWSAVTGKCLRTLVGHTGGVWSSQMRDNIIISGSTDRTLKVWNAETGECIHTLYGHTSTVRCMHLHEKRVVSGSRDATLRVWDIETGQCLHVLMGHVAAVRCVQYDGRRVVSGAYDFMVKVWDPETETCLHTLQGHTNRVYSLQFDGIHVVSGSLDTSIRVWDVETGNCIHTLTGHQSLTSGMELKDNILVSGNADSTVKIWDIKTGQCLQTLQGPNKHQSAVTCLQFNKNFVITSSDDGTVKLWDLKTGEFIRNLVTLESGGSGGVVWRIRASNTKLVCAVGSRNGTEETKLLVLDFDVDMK
# TEAD-YAP inh – TEAD-YAP interaction inhibition | HEK-TIYL cells, TEAD-Gal4/YAP UAS-luciferase luminescence | inhibition, % at 9.12 µM | 640,000 tested, 1.4% active; in the data active = inhibition above about 32%;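 note: 0% = median of test compound wells and 100% = reference inhibitor wells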
# GPR151 activ – activates the human receptor GPR151; Q8TDV0; PathHunter beta-arrestin GPR151 cells, luminescence; activation, % at 11.2 µM; 650,000 tested, 1% active; AID 1508602; in the data active = activation above about 4.9%;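 note: 0% = median of compound wells and 100% = cells with positive control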
# Target sequence (Q8TDV0 whole entry, looked up): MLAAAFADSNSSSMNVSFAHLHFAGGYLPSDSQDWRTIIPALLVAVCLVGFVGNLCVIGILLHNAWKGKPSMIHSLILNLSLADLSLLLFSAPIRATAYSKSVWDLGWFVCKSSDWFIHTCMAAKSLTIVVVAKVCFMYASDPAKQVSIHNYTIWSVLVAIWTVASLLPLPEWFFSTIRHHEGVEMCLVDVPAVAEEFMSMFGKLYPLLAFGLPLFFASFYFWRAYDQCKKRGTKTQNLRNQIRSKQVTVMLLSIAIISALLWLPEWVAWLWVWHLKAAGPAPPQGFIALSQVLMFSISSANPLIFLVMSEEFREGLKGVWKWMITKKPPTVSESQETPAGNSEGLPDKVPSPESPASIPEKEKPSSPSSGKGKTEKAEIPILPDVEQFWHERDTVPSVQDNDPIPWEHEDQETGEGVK
# MITF inh – blocks human microphthalmia-associated transcription factor; inhibition, % at 2.6 µM; AID 1259374; O75030; 650,000 tested, 0.91% active; AlphaScreen MITF homodimerization, bead proximity signal; in the data active = inhibition above about 50%;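 note: 0% = vehicle wells with protein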
# * = called active by the depositor; & = joins results of further samples.
cpd	Structure	FBW7 act	TEAD-YAP inh
1	Cc1c(Cc2ccccc2)c(N2CCOCC2)n2c(nc3ccccc32)c1C#N	0.1	-2
2	CCCCC(=O)Nc1ccc(NC(=S)NC(=O)CC)cc1	0.3	8
3	O=C1CC(N2CCN(c3cccc(Cl)c3)CC2)C(=O)N1c1ccc(Br)cc1 (centres undefined)	0.1	-16
4	CCNC(=O)N/C(N)=N/c1nc2ccccc2o1	0.1&-0.1	-41&-6
5	CCSc1nnc2c(n1)OC(c1ccc(OC)c3ccccc13)N(C(C)=O)c1ccccc1-2 (centres undefined)	0.1	5
6	O=[N+]([O-])c1ccc(-c2csc(N3CCc4ccccc4C3)n2)cc1	0.8	4
7	CCOC(=O)c1ccc(NS(=O)(=O)c2c[nH]c3ccc([N+](=O)[O-])cc23)cc1	0.3	-6
8	O=C(CN(Cc1ccccc1)S(=O)(=O)c1ccccc1)NCc1ccco1	0.0	1
9	CCOc1ccc(S(=O)(=O)Nc2ccc(Cl)cc2)cc1C	-0.1	-1
10	COc1cc2nc(NCCCN3CCCC3=O)nc(NCc3ccccc3)c2cc1OC	-0.2	2

cpd	GPR151 activ	MITF inh
1	0.6	-3
2	-0.8	2
3	3.0	-7
4	0.1&0.1	2&-12
5	-0.2	17
6	0.3	-10
7	0.1	-3
8	-0.8	13
9	-0.2	-9
10	0.5	7

# New compounds follow.
cpd	Structure	FBW7 act	TEAD-YAP inh
11	Cc1csc(=O)n1CCC(=O)Nc1ccccc1Cc1ccccc1	0.0	6
12	O=C(Cc1ccccc1)N/N=C/c1ccc([N+](=O)[O-])s1	0.0	1
13	CC(=O)N1CCCC(c2nc(C)ncc2-c2ccncc2)C1 (centres undefined)	0.1	-16
14	Cc1ccc(-c2noc(CNC(=O)Nc3ccc(Cl)cc3)n2)cc1	0.1	-3
15	COc1ccc(C(=O)Nc2ccc(-c3cc4ccccc4oc3=O)c(C)c2)cc1OC	0.1	9
16	O=C1S/C(=C/c2ccc(I)cc2)C(=O)N1CN1CCCCC1	0.0	-9
17	O=C(CC1C(=O)NCCN1Cc1ccc(F)cc1)NCCCOc1cccnc1 (centres undefined)	-0.2	-8
18	O=C(Cc1cc(=O)[nH][nH]1)N/N=C/C(Cl)=C/c1ccccc1	0.7	12
19	CCCCCC1CC(O)C=C(C)C1C(=O)OC (centres undefined)	-0.1	10
20	N#Cc1cccc(NC(=O)Cc2c(C(=O)O)[nH]c3ccccc23)c1	0.0	4

cpd	GPR151 activ	MITF inh
11	-1.2	6
12	-0.8	-2
13	0.8	14
14	-1.8	-9
15	1.7	-6
16	1.1	2
17	-0.4	7
18	-0.4	3
19	-0.1	-4
20	0.5	10

# Profiles from above. Order of values: FBW7 act | TEAD-YAP inh | GPR151 activ | MITF inh
# Entry for N#Cc1cccc(NC(=O)Cc2c(C(=O)O)[nH]c3ccccc23)c1 : 0.0 | 4 | 0.5 | 10
# Entry for COc1ccc(C(=O)Nc2ccc(-c3cc4ccccc4oc3=O)c(C)c2)cc1OC : 0.1 | 9 | 1.7 | -6
# Entry for CC(=O)N1CCCC(c2nc(C)ncc2-c2ccncc2)C1 (centres undefined) : 0.1 | -16 | 0.8 | 14
# Entry for CCCCCC1CC(O)C=C(C)C1C(=O)OC (centres undefined) : -0.1 | 10 | -0.1 | -4
# Entry for O=C(Cc1cc(=O)[nH][nH]1)N/N=C/C(Cl)=C/c1ccccc1 : 0.7 | 12 | -0.4 | 3

# (list continues)
cpd	Structure	FBW7 act	TEAD-YAP inh
21	COC(=O)c1ccccc1NC(=O)c1cc2nc(-c3ccccc3)cc(C)n2n1	-0.1	-10
22	COc1cccc(/C=c2\sc3nc(-c4cccnc4)nn3c2=O)c1OC	-0.1	0
23	O=C(O)/C(Cc1ccccc1[N+](=O)[O-])=N\NC(=O)c1cccc([N+](=O)[O-])c1	0.1	-5
24	CC12CN3CC(C)(CN(C1)C3(C)c1ccc(O)cc1)C2=O (centres undefined)	0.0	2
25	COc1ccc(NC(=O)c2cccs2)cc1[N+](=O)[O-]	0.0	-8
26	Cc1ccccc1[C@@H]1C[C@H]2CN(C3CCCC3)C(=O)[C@]23CCCN13	0.0	-12
27	CN1CCN(CCOc2ccc3ccccc3c2Br)CC1	0.0	-10
28	CCOC(=O)c1nnn(C(CC)C(=O)Nc2cccc(OC)c2)c1C(=O)OCC (centres undefined)	-0.2	-4
29	CCOC(=O)/C=c1\[nH]c(=O)/c(=C\c2ccc(C(C)(C)C)cc2)s1	0.1	-1
30	NNc1ncnc2cc(-c3ccc(Br)cc3)sc12	0.0	-17

cpd	GPR151 activ	MITF inh
21	-0.1	-3
22	-0.4	3
23	0.1	-9
24	0.2	3
25	-1.6	-16
26	-1.2	5
27	2.8	42
28	0.0	7
29	-2.1	19
30	-2.5	4

# Carrying on:
cpd	Structure	FBW7 act	TEAD-YAP inh
31	O=C(O)CSc1c2c(nc3cc(C(=O)NCc4ccco4)ccc13)CCCC2	0.2	-3
32	O=C(c1cc(CCc2ccccc2)no1)N1CC2CCC1C2 (centres undefined)	-0.3	-51
33	CCC1Cc2c(nc(N)c3c(N)nc(N(CC)CC)c(C#N)c23)O1 (centres undefined)	0.0	0
34	c1ccc(OCCNc2nc(Nc3ccc(N4CCOCC4)cc3)nc3c2ncn3C2CCCCC2)cc1	-0.2	-4
35	CC(=O)c1cccc(S(=O)(=O)N2CCN(C(c3ccccc3)c3ccccc3)CC2)c1	-0.1	9
36	COCCn1c(=N)c(C(=O)NCCN2CCOCC2)cc2c(=O)n3ccccc3nc21	-0.2	1
37	O=C(CN1Cc2ccccc2OC(c2ccccc2)C1)NCCc1cnccn1 (centres undefined)	1.2	8
38	CCCN(CCC)C(=O)c1cc2cc(OC)ccc2oc1=O	0.2	-1
39	CS(=O)(=O)c1ccc(Sc2nc3ccccc3[nH]2)c([N+](=O)[O-])c1	0.3	15
40	O=C(c1ccccc1)c1cc([N+](=O)[O-])cc([N+](=O)[O-])c1Cl	-0.1	2

cpd	GPR151 activ	MITF inh
31	-1.7	18
32	1.6	10
33	1.2	-4
34	2.1	18
35	-1.2	9
36	-0.6	3
37	-0.6	14
38	2.4	-2
39	2.0	17
40	-1.7	11

# The list continues:
cpd	Structure	FBW7 act	TEAD-YAP inh
41	COc1cccc(CNCC(=O)Nc2cccc3ccccc23)c1	-0.2	4
42	C=CCn1c(C)cc(C(=O)COC(=O)CCNS(=O)(=O)c2ccc(OCC)cc2)c1C	0.0	7
43	CCOC(=O)CNC(=O)c1cc(-c2ccc(Cl)c(Cl)c2)nc2ccccc12	-0.1	5
44	COCCN1C=C(C(=O)OC)C(c2ccc3c(c2)OCO3)C(C(=O)OC)=C1	0.0	5
45	COc1ccc(N(C(C)=O)S(=O)(=O)c2ccc(Cl)cc2)cc1	0.1	6
46	O=C1NC2(CCCCC2)N(C(=O)c2cccs2)C2=C1CCCC2	-0.1	9
47	COc1cc(NC(=O)c2ccc3nc(-c4ccc(C(=O)NC5CC5)cc4)sc3c2)cc(OC)c1OC	-0.2	9
48	CC(=O)c1c(C)n(CC(=O)N2CCc3ccccc3C2)c2ccccc12	1.5	-10
49	O=S(=O)(c1ccccc1F)N1CC=C(c2ccccc2)CC1	0.0	-9
50	O=C(Nc1cccc2ccccc12)c1ccc([N+](=O)[O-])s1	-0.1	4

cpd	GPR151 activ	MITF inh
41	1.3	6
42	0.3	2
43	0.6	2
44	-0.1	-5
45	0.1	-11
46	0.3	10
47	0.8	7
48	-0.1	11
49	-1.4	-9
50	1.4	10

# Later entries
cpd	Structure	FBW7 act	TEAD-YAP inh
51	Cc1cc(Br)ccc1NS(=O)(=O)c1cccnc1	0.8	2
52	COc1ccc(/C=C(/C(=O)c2cc(OC)c(OC)c(OC)c2)c2nc3ccccc3o2)cc1OC	0.1	-6
53	COc1ccccc1NS(=O)(=O)c1ccc(Br)c(C(=O)Nc2ccccc2)c1	0.1	5
54	O=C(CCCCN1CCC(c2ccccc2)C1)c1ccccc1 (centres undefined)	0.1	4
55	COCc1ccc2oc(C(=O)O)cc2c1	0.0	-4
56	COCCOC(=O)C1=C(C)NC2=C(C(=O)CCC2)C1c1cccc(Cl)c1Cl (centres undefined)	0.0	8
57	CCCC(=O)Nc1ccc(C(=O)Nc2ccc(Cl)cn2)cc1	0.2	-61
58	CCCCn1c(SC)nc2cc(S(N)(=O)=O)ccc21	0.0	-3
59	CC(C)(C)C1CCc2c(sc(NC(=O)c3cccc(Cl)c3)c2C(N)=O)C1 (centres undefined)	-0.1	0
60	CC1CC(C)CN(S(=O)(=O)c2ccc3c(c2)oc(=O)n3CC(=O)N2CCCCC2C)C1 (centres undefined)	0.1	13

cpd	GPR151 activ	MITF inh
51	0.0	6
52	1.4	17
53	2.5	11
54	0.1	11
55	-0.2	24
56	0.6	-4
57	-1.0	5
58	0.6	3
59	-2.2	-11
60	-0.4	10

# The list continues:
cpd	Structure	FBW7 act	TEAD-YAP inh
61	CC(=O)Oc1cccc(N2C(=O)c3cccc4c([N+](=O)[O-])ccc(c34)C2=O)c1	0.0	-5
62	Cc1ccn2c(C(=O)N/N=C\c3ccc4c(c3)OCO4)c(C)nc2c1	-0.1	-11
63	CCOC(=O)C(C)Sc1ncnc2c1oc1ccccc12 (centres undefined)	0.0	-11
64	O=C(C1=C(O)C(=O)N(CCN2CCOCC2)C1c1ccncc1)c1ccco1 (centres undefined)	-0.1	-14
65	O=C(CSc1ccc2nnc(-c3ccc(F)cc3)n2n1)NCc1ccc(F)cc1	0.0	-11
66	c1nc(N2CCCC2)c2c3c(sc2n1)CCC3	0.1	-6
67	O=S(=O)(Nc1cc2c3c(oc2c2ccccc12)CCCC3)c1ccccc1	-0.1	0
68	COc1cc2ncc(S(=O)(=O)c3ccccc3)c(N3CCOCC3)c2cc1OC	0.0	14
69	O=C(Nc1ccc(F)cc1F)c1c(O)c2ccccc2[nH]c1=O	0.4	-6
70	CCOc1ccc(C2CC(=O)NC(SCC(=O)OCc3ccccc3)=C2C#N)cc1 (centres undefined)	-0.1	-2

cpd	GPR151 activ	MITF inh
61	-1.1	14
62	-0.1	-19
63	1.4	0
64	-0.9	0
65	0.6	0
66	-0.9	-6
67	0.8	5
68	-1.5	8
69	1.1	14
70	2.3	-9

# Remaining list, next part.
cpd	Structure	FBW7 act	TEAD-YAP inh
71	O=C(CN1C(=O)COc2ccccc21)Nc1ccc2c(c1)OCO2	0.1	-4
72	Cc1nc(SCC(=O)N2CCOCC2)c2c3c(sc2n1)CCCC3	0.1	-4
73	COc1ccc(Nc2nc(Nc3ccc(OC)cc3)nc(Sc3nc4ccccc4o3)n2)cc1	0.3	-7
74	CCCc1nnc(NC(=O)c2ccc(C)cc2)s1	-0.1	-60
75	CCOc1ccccc1NC(=O)CCc1nc(-c2ccc(OC)c(OC)c2)no1	-0.3	5
76	CCOC(=O)C1=C(C)Nc2nc3ccccc3n2C1c1cccc(F)c1Br (centres undefined)	0.1	-6
77	O=C(NCCOc1ccccc1)c1ccnc(Nc2ccc(-n3ccnc3)cc2)c1	0.0	-3
78	O=C(CSc1nnnn1-c1ccccc1)Nc1cc(Cl)ccc1C(=O)O	0.2	3
79	CN(C(=O)COC(=O)c1ccc(Cl)cc1[N+](=O)[O-])C1CCCCC1	0.0	-4
80	Cc1ccc(NC(=O)c2c(F)cccc2Cl)cc1N1CCCCC1=O	-0.1	15

cpd	GPR151 activ	MITF inh
71	0.1	-9
72	-1.7	12
73	1.1	8
74	1.7	2
75	-1.0	2
76	0.1	-2
77	0.3	-3
78	-0.8	0
79	-0.9	7
80	-1.2	-4

# More results.
cpd	Structure	FBW7 act	TEAD-YAP inh
81	CCCS(=O)(=O)N1CCCc2cc(NC(=O)C(C)C)ccc21	0.0	-9
82	CCOC(=O)c1c(C)oc2c1c1c(c3ccccc32)OCN(CCO)C1	0.1	-57
83	Cc1ccc(C2C(C(=O)c3ccco3)=C(O)C(=O)N2CCN2CCOCC2)o1 (centres undefined)	-0.2	-6
84	CCOC(=O)c1c(C)n(-c2ccc(OC)cc2)c2ccc(OC(=O)C#Cc3ccccc3)cc12	0.1	-1
85	CCCCCCCn1c(CN2CCOCC2)nc2c1c(=O)[nH]c(=O)n2C	0.0	-3
86	CC(C)n1c(C(F)(F)F)nc2ccccc21	0.1	6
87	O=C(CCNS(=O)(=O)c1ccc(Cl)cc1)NCCc1ccccc1	-0.2	-5
88	O=C(Nc1nccs1)C1C(c2ccccc2)C1(Cl)Cl (centres undefined)	0.2	19
89	Cc1ccccc1-n1c(=S)sc2c(=O)n(-c3ccc(F)cc3)c(SCC(=O)NCCC3=CCCCC3)nc21	0.0	14
90	CN=C(C)C1=C(O)C(C(=O)OC)C(C)(C)CC1=O (centres undefined)	-0.1	9

cpd	GPR151 activ	MITF inh
81	1.5	-7
82	2.3	26
83	-1.2	8
84	0.9	3
85	-1.1	7
86	5.2*	10
87	2.4	3
88	-0.9	13
89	-0.5	16
90	-0.5	-7

# Next part
cpd	Structure	FBW7 act	TEAD-YAP inh
91	CCc1ccc(NC(=O)c2cccc(NC(C)=O)c2)cc1	0.1	-40
92	COC(=O)c1ccc(Oc2nc(N3CCCCC3)nc(N3CCCCC3)n2)cc1	0.2	-4
93	COc1cc(/C=C(\C#N)c2ccc([N+](=O)[O-])cc2)cc([N+](=O)[O-])c1O	0.1	-1
94	CCC(=O)N1CCc2cc(S(=O)(=O)N3CCCCC3C)ccc21 (centres undefined)	-0.1	3
95	CCN1CCc2c(sc(NC(=O)C(C)(C)C)c2C(N)=O)C1	-0.1	3

cpd	GPR151 activ	MITF inh
91	-0.9	-2
92	-0.7	-14
93	-0.1	21
94	1.4	4
95	-0.6	-1
